Assay outcomes: PubChem BioAssay, several laboratories
AID2073: inhibitors of Mint1-CaV2.2 protein interaction, biochemical, HTRF (AID 2073); inhibition, % at 20 µM; hits with a dose series show IC50 in µM; HTRF protein-protein interaction, Mint1-CaV2.2; higher % means a stronger effect; hit rate 0.19% among 290,000; in the data active = inhibition mostly above about 51%, no sharp cut-off; note: some results filed as inactive read as strong as hits
Myeloid diff 2: myeloid differentiation induction; calls only at 10 µM; ER-HoxA9 myeloid progenitors, lysozyme-GFP differentiation, flow cytometry; hit rate 1% among 360,000; AID 624256;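 active = normalized GFP-positive differentiation at or above the plate's own cutoff, the solvent-only control mean plus 3 SD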;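 note: cells exposed to compound for four days before flow analysis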
Hep lipid drop: modulators of hepatic lipid droplet formation; AID 1656; hit rate 0.4% among 240,000; inhibition, % at 6.5 µM; AML12 mouse hepatocytes, oleate lipid droplets, BODIPY imaging;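 active = lipid droplet intensity inhibited by at least 50%, with more than 500 cells counted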
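material = mouse AML12 hepatocyte cell line, fixed after treatment | also added = 100 µM oleic acid challenge | doses = compound at 6.5 µM only | schedule = overnight exposure | technique = Image-based BODIPY and DAPI two-channel analysis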
XIAP displacement: small molecules displacing peptide from XIAP – biochemical, IAP family, fluorescence polarization (AID 1018). XIAP BIR domain, fluorescence polarization peptide displacement; higher % means a stronger effect. one-dose displacement, % at 20 µM; IC50 in µM for titrated hits. hit rate 0.007% among 200,000; in the data active = displacement above about 50%; note: a part of the inactive calls stands beside numbers as strong as those of hits
LYP phosphatase: inhibitors of LYP phosphatase, biochemical, fluorescence intensity, uHTS (AID 1779); recombinant LYP phosphatase, fluorescence intensity; higher % means a stronger effect; hit rate 0.054% among 290,000; inhibition, % at 11.5 µM, or IC50 in µM where a hit was titrated;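 note: plate controls were vehicle with enzyme for no effect and no enzyme for full effect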
SIAH1 antagonists: blockers of Siah-1 interaction with plectin peptide – biochemical, fluorescence polarization, rhodamine-plectin, uHTS, primary screen (AID 1817); one-dose displacement, % at 20 µM; IC50 in µM for titrated hits; Siah-1 / rhodamine-plectin peptide fluorescence polarization; higher % means a stronger effect; hit rate 0.02% among 290,000;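 active = displacement of at least 50% at 20 µM, with a fluorescence ratio check between 0.3 and a set limit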;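 note: plate controls were Siah plus tracer with DMSO for no effect and tracer alone without Siah for full effect; strong numbers were not always called active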
HIV fusion peptide: cell-free HIV fusion peptide-binding blockers – biochemical, uHTS, fluorescence dequenching, primary screen (AID 1986). inhibition, % at 20 µM, or IC50 in µM where a hit was titrated. cell-free peptide binding, fluorescence dequenching, 30 min; higher % means a stronger effect. hit rate 0.3% among 290,000; in the data active = inhibition mostly above about 52%, no sharp cut-off; inactive = mostly below about 76%; note: some results filed as inactive read as strong as hits
Dengue-2 NS5 capping: flavivirus cap methylation enzyme inhibition – biochemical, confirmation dose response, primary screen (AID 588689). Dengue-2 NS5 methyltransferase capping enzyme assay, biochemical; higher % means a stronger effect. inhibition, % at 25 µM, or IC50 in µM where a hit was titrated. hit rate 0.3% among 340,000; in the data active = a potency from the dose series
HEK293 NOD2/NF-kB: inhibition of NOD2-driven NF-kB reporter – cell-based, luminescence, uHTS, HEK293 (AID 1566); HEK293 NOD2/NF-kB luciferase reporter, luminescence; higher % means a stronger effect; one-dose inhibition, % at 4 µM; EC50 in µM for titrated hits; hit rate 0.63% among 290,000; note: many of its hits are not listed in these tables
Hep lipid drop cells 6.5 µM: second read-out of Hep lipid drop, no call of its own (marks repeat the call); cell count; measured here: cell count, cytotoxicity flag;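 cells counted across two imaged fields per well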
Dengue-2 NS5 capping pilot replicate: also measured in Dengue-2 NS5 capping; calls as there; inhibition, %; measured here: pilot screen replicate inhibition
Myeloid diff 2 GFP+ MAC1+ %: second read-out of Myeloid diff 2, no call of its own (marks repeat the call); GFP+ MAC1+ double positive, %; measured here: differentiation confirmed by MAC1 staining
* = called active by the depositor. Cut-off read from the data, not from the text of the source, unless noted: active = inhibition above about 50%; inactive = the rest. Not all compounds are listed (hit frequency here may not be typical).

Nc1n[nH]c(S(=O)(=O)CCCc2ccccc2)n1 was read as AID2073 -1%, Myeloid diff 2 inactive, XIAP displacement -2.4%, LYP phosphatase -9%, SIAH1 antagonists 5%, HIV fusion peptide -2.6%, Dengue-2 NS5 capping -5%, HEK293 NOD2/NF-kB 10% and Myeloid diff 2 GFP+ MAC1+ % 0.3.
For CCNc1oc(COc2ccccc2F)nc1C#N the results were AID2073 3%, Myeloid diff 2 inactive, XIAP displacement -5.0%, LYP phosphatase -13%, SIAH1 antagonists 1%, HIV fusion peptide -0.8%, Dengue-2 NS5 capping -9%, HEK293 NOD2/NF-kB -14% and Myeloid diff 2 GFP+ MAC1+ % 0.2.
COc1cccc(/C=N/NC(N)=S)c1OCc1cccc(Cl)c1 was read as AID2073 2%, Myeloid diff 2 inactive, Hep lipid drop 15, XIAP displacement -3.4%, LYP phosphatase 1%, SIAH1 antagonists 1%, HIV fusion peptide -2.6%, Dengue-2 NS5 capping -2%, HEK293 NOD2/NF-kB -6%, Hep lipid drop cells 6.5 µM 715 and Myeloid diff 2 GFP+ MAC1+ % 0.1.
NS(=O)(=O)c1ccc(NC(=O)COc2ccc(S(=O)(=O)N3CCCC3)cc2)cc1 was read as AID2073 -1%, Myeloid diff 2 inactive, Hep lipid drop -7, LYP phosphatase -7%, SIAH1 antagonists 6%, HIV fusion peptide -1.0%, Dengue-2 NS5 capping -1%, HEK293 NOD2/NF-kB 19%, Hep lipid drop cells 6.5 µM 658 and Myeloid diff 2 GFP+ MAC1+ % 1.1.
CC(C)C1=NOC(C(=O)N2CCC(N3CCC(C(=O)N4CCOCC4)CC3)CC2)C1 (configuration not stated) was read as AID2073 5%, Myeloid diff 2 inactive, Hep lipid drop 12, XIAP displacement -6.1%, LYP phosphatase -10%, SIAH1 antagonists 0%, HIV fusion peptide 3.0%, Dengue-2 NS5 capping -3%, HEK293 NOD2/NF-kB 18%, Hep lipid drop cells 6.5 µM 646 and Myeloid diff 2 GFP+ MAC1+ % 0.4.
`Cc1ccc(CN2CCN(/N=C/c3ccc(Cl)c([N+](=O)[O-])c3)CC2)cc1` gave AID2073 -13%, Myeloid diff 2 inactive, Hep lipid drop 0, XIAP displacement -1.8%, LYP phosphatase -2%, SIAH1 antagonists 11%, HIV fusion peptide -0.4%, Dengue-2 NS5 capping -2%, HEK293 NOD2/NF-kB 9%, Hep lipid drop cells 6.5 µM 711 and Myeloid diff 2 GFP+ MAC1+ % 0.8.
Screening COc1ccccc1C(=O)C1CCCN(Cc2cccc3nccnc23)C1 (configuration not stated) returned AID2073 2%, Myeloid diff 2 inactive, Hep lipid drop -20, XIAP displacement -9.6%, LYP phosphatase -6%, SIAH1 antagonists 8%, HIV fusion peptide 0.4%, Dengue-2 NS5 capping 2%, HEK293 NOD2/NF-kB 16%, Hep lipid drop cells 6.5 µM 699 and Myeloid diff 2 GFP+ MAC1+ % 0.3.
`CN1C(=S)SC(/[N+]([O-])=C/c2c(F)cccc2Cl)C1(C)C` (configuration not stated) gave AID2073 -2%, Myeloid diff 2 inactive, Hep lipid drop 1, LYP phosphatase -11%, SIAH1 antagonists 19%, HIV fusion peptide 1.6%, HEK293 NOD2/NF-kB -48%, Hep lipid drop cells 6.5 µM 726 and Myeloid diff 2 GFP+ MAC1+ % 0.5.
Screening CCc1nnc(NC(=O)c2ccc(S(=O)(=O)N(CC)CC)cc2)s1 returned AID2073 9%, Myeloid diff 2 inactive, Hep lipid drop 2, XIAP displacement 1.8%, LYP phosphatase 6%, SIAH1 antagonists 6%, HIV fusion peptide -0.1%, Dengue-2 NS5 capping 0%, HEK293 NOD2/NF-kB -10%, Hep lipid drop cells 6.5 µM 738 and Myeloid diff 2 GFP+ MAC1+ % 5.1.
COc1ccc(OC)c(CN2CCC(CNC(=O)Nc3cccc(Cl)c3)CC2)c1 was read as AID2073 -2%, Myeloid diff 2 inactive, Hep lipid drop 9, XIAP displacement -5.3%, LYP phosphatase -1%, SIAH1 antagonists -3%, HIV fusion peptide 0.3%, Dengue-2 NS5 capping 3%, HEK293 NOD2/NF-kB -6%, Hep lipid drop cells 6.5 µM 679 and Myeloid diff 2 GFP+ MAC1+ % 0.5.
For CC1CN(Cc2cc(=O)oc3cc(O)c(Cl)cc23)CC(C)O1 (configuration not stated) the results were AID2073 24%, Myeloid diff 2 inactive, Hep lipid drop 25, LYP phosphatase -9%, SIAH1 antagonists -1%, HIV fusion peptide 0.1%, Dengue-2 NS5 capping -8%, HEK293 NOD2/NF-kB -3%, Hep lipid drop cells 6.5 µM 758 and Myeloid diff 2 GFP+ MAC1+ % 0.5.
COc1ccccc1NC(=O)C1=C(C)NC(=O)NC1c1cccc(OC)c1OC (configuration not stated) was read as AID2073 -5%, Myeloid diff 2 inactive, XIAP displacement -5.2%, LYP phosphatase -12%, SIAH1 antagonists -2%, HIV fusion peptide 3.3%, Dengue-2 NS5 capping 4%, HEK293 NOD2/NF-kB -5% and Myeloid diff 2 GFP+ MAC1+ % 0.7.
Screening Cc1ccc(CNc2ccc(N3CCOCC3)cc2)s1 returned AID2073 -19%, Myeloid diff 2 inactive, Hep lipid drop -8, XIAP displacement -3.8%, LYP phosphatase -10%, SIAH1 antagonists 2%, HIV fusion peptide 3.9%, Dengue-2 NS5 capping -63%, HEK293 NOD2/NF-kB -21%, Hep lipid drop cells 6.5 µM 734 and Myeloid diff 2 GFP+ MAC1+ % 1.8.
For Cc1c(OCc2ccccc2)c(=O)ccn1Cc1ccc(F)cc1 the results were AID2073 27%, Myeloid diff 2 inactive, Hep lipid drop 6, XIAP displacement -1.8%, LYP phosphatase 1%, SIAH1 antagonists -2%, HIV fusion peptide -0.6%, HEK293 NOD2/NF-kB 16%, Hep lipid drop cells 6.5 µM 691 and Myeloid diff 2 GFP+ MAC1+ % 0.1.
`Cn1c(=O)c2c(nc(NCCCO)n2Cc2cccc(Br)c2)n(C)c1=O` gave AID2073 -1%, Myeloid diff 2 inactive, Hep lipid drop -5, XIAP displacement -3.0%, LYP phosphatase -1%, SIAH1 antagonists 4%, HIV fusion peptide -1.1%, Dengue-2 NS5 capping -4%, HEK293 NOD2/NF-kB 10%, Hep lipid drop cells 6.5 µM 684, Dengue-2 NS5 capping pilot replicate 1.7 and Myeloid diff 2 GFP+ MAC1+ % 0.6.
For COc1ccc(CCNC(=O)C(=O)NCC2OCCN2S(=O)(=O)c2ccc(Cl)cc2)cc1 (configuration not stated) the results were AID2073 1%, Myeloid diff 2 inactive, Hep lipid drop 1, LYP phosphatase -11%, SIAH1 antagonists 16%, HIV fusion peptide -0.7%, Dengue-2 NS5 capping 1%, HEK293 NOD2/NF-kB 16%, Hep lipid drop cells 6.5 µM 734 and Myeloid diff 2 GFP+ MAC1+ % 1.4.
Cc1cccc2nc(CSc3nc4cc([N+](=O)[O-])ccc4s3)cn12 was read as AID2073 -16%, Myeloid diff 2 inactive, Hep lipid drop -1, XIAP displacement 0.6%, LYP phosphatase -6%, SIAH1 antagonists 0%, HIV fusion peptide 6.6%, Dengue-2 NS5 capping -3%, HEK293 NOD2/NF-kB 5%, Hep lipid drop cells 6.5 µM 752 and Myeloid diff 2 GFP+ MAC1+ % 0.3.
`O=C(/C=C/c1ccccc1)NC(=S)NNC(=O)c1cccnc1` gave AID2073 -11%, Myeloid diff 2 inactive, XIAP displacement -7.4%, LYP phosphatase 1%, SIAH1 antagonists -2%, HIV fusion peptide 12%, Dengue-2 NS5 capping -13%, HEK293 NOD2/NF-kB 5% and Myeloid diff 2 GFP+ MAC1+ % 0.6.
For NS(=O)(=O)c1ccc(NC(=O)c2ccc3c(c2)CCN3S(=O)(=O)c2ccccc2)cc1 the results were AID2073 6%, Myeloid diff 2 inactive, Hep lipid drop 6, LYP phosphatase -10%, SIAH1 antagonists 2%, HIV fusion peptide -0.9%, Dengue-2 NS5 capping 3%, HEK293 NOD2/NF-kB 20%, Hep lipid drop cells 6.5 µM 742 and Myeloid diff 2 GFP+ MAC1+ % 0.5.
For CCOCCCn1c(C)nc2c(c1=O)c1nc3ccccc3nc1n2CCC1=CCCCC1 the results were AID2073 4%, Myeloid diff 2 inactive, XIAP displacement 1.7%, LYP phosphatase 6%, SIAH1 antagonists 3%, HIV fusion peptide 19%, Dengue-2 NS5 capping -3%, HEK293 NOD2/NF-kB 4% and Myeloid diff 2 GFP+ MAC1+ % 0.6.
Screening Oc1ccc(-c2nccc(-c3ccccn3)n2)cc1 returned AID2073 9%, Myeloid diff 2 inactive, LYP phosphatase -12%, SIAH1 antagonists 0%, HIV fusion peptide -2.0%, Dengue-2 NS5 capping -11%, HEK293 NOD2/NF-kB -61% and Myeloid diff 2 GFP+ MAC1+ % 0.3.
`COc1ccc(CCNC(=O)CSC(=O)c2ccccc2)cc1OC` gave AID2073 -11%, Myeloid diff 2 inactive, Hep lipid drop -6, XIAP displacement -9.2%, LYP phosphatase -1%, SIAH1 antagonists 1%, HIV fusion peptide 0.4%, Dengue-2 NS5 capping 17%, HEK293 NOD2/NF-kB 3%, Hep lipid drop cells 6.5 µM 742 and Myeloid diff 2 GFP+ MAC1+ % 0.2.
Screening CCC1CSC(Nc2ccc(C(=O)/C=C/c3cccc(C)c3)cc2)=N1 (configuration not stated) returned AID2073 0%, Myeloid diff 2 inactive, Hep lipid drop -8, XIAP displacement -2.9%, LYP phosphatase 0%, SIAH1 antagonists 2%, HIV fusion peptide 0.1%, Dengue-2 NS5 capping 21%, HEK293 NOD2/NF-kB 3%, Hep lipid drop cells 6.5 µM 686 and Myeloid diff 2 GFP+ MAC1+ % 1.0.
`CNC(=O)c1cc2cc(OC)ccc2n1CCN(C)C` gave AID2073 12%, Myeloid diff 2 inactive, XIAP displacement -3.1%, LYP phosphatase -14%, SIAH1 antagonists -2%, HIV fusion peptide 1.3%, HEK293 NOD2/NF-kB 10% and Myeloid diff 2 GFP+ MAC1+ % 0.3.
Cc1scc(C(=O)N/N=C/c2ccc(Cl)s2)c1C was read as AID2073 5%, Myeloid diff 2 inactive, Hep lipid drop -20, XIAP displacement 2.9%, LYP phosphatase -4%, SIAH1 antagonists 5%, HIV fusion peptide -1.0%, Dengue-2 NS5 capping -6%, HEK293 NOD2/NF-kB -66%, Hep lipid drop cells 6.5 µM 720 and Myeloid diff 2 GFP+ MAC1+ % 1.4.
C=CCNC(=S)NNC(=O)c1ccc(C)c(Cl)c1 was read as AID2073 32%, Myeloid diff 2 inactive, Hep lipid drop -4, XIAP displacement -6.0%, LYP phosphatase -10%, SIAH1 antagonists -3%, HIV fusion peptide -3.6%, Dengue-2 NS5 capping -7%, HEK293 NOD2/NF-kB -2%, Hep lipid drop cells 6.5 µM 677 and Myeloid diff 2 GFP+ MAC1+ % 0.5.
